TNAP inh no acc: blocks human TNAP activity with no phosphate acceptor present. purified TNAP, CDP-star luminescence, 30 min. P05186. inhibition, % at 20 µM. actives 0.26% (n = 200,000);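 active means tissue-nonspecific alkaline phosphatase inhibition above about 50% at 20 µM in the single-dose screen, limit read from the data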;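 further: 0% = DMSO negative control and 100% = EDTA positive control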
Target sequence (P05186 whole entry, looked up): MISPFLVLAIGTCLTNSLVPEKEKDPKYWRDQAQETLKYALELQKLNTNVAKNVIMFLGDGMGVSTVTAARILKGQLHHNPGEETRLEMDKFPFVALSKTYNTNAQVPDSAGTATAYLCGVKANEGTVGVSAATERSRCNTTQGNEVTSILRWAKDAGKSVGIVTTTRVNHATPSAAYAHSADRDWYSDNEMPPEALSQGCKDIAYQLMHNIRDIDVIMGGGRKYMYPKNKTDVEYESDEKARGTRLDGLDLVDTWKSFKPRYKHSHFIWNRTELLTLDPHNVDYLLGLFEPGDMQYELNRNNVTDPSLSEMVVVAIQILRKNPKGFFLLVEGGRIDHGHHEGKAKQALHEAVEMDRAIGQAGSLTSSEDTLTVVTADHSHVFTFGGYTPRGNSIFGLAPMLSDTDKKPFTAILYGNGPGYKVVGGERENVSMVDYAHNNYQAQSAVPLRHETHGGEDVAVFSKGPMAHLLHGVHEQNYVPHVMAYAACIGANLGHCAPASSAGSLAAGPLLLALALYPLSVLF
bIAP act: intestinal alkaline phosphatase (bovine) activation; purified bovine IAP, CDP-star luminescence, 30 min; active compounds read high; fold of DMSO-control signal, blank-subtracted; activation factor at 20 µM; actives 0.17% (n = 200,000); AID 1016;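 active means activation factor of 2 or more at 20 µM, a signal rise over negative controls twice the positive control's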
PMI activator: phosphomannose isomerase (human) activation. purified human PMI, coupled resazurin fluorescence, 20 min; active compounds read high; 1 = vehicle control, 0 substrate-free wells. activation factor at 20 µM. actives 0.005% (n = 190,000). AID 1214;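 active means activation factor of 2 or more at 20 µM, relative to plate controls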
Target sequence (P34949 whole entry, looked up): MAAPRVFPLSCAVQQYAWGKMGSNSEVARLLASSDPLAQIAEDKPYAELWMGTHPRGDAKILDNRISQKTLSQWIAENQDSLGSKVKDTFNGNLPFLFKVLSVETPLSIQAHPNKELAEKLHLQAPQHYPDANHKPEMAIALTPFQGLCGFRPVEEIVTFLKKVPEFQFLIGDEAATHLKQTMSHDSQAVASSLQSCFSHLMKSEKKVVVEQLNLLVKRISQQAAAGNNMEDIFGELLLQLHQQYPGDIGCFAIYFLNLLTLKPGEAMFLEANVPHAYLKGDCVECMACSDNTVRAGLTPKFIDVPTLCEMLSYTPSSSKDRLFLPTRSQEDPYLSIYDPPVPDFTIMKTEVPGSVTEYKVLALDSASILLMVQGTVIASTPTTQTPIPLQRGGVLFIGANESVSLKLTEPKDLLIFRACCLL
FLuc inh counter: Photinus pyralis luciferase inhibition counter-screen. P08659. ATPLite firefly luciferase biochemical luminescence, 10 min. inhibition, % at 10 µM. actives 1.5% (n = 200,000). AID 1006;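 active means inhibition above about 50% when tested at 10 µM, limit read from the data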
APP 5'UTR act: activates APP 5'UTR luciferase reporter. SH-SY5Y APP 5'UTR luciferase reporter, luminescence; zero percent = DMSO vehicle wells. activation, % at 2 µM. actives 1% (n = 190,000). AID 1276;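 active means activation above a set limit, based on mean plus 3 SD of controls, cut at about 140% in these data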; further: values of inactives mirror those of a sister screen read the other way
FLuc act counter: firefly luciferase counter-screen for stimulation assays | P08659 | ATPlite luciferase biochemical, luminescence, 10 min; 0 = ATP-free wells, 1 = DMSO control | activation factor at 10 µM | 200,000 tested, under 10 active;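 active means luciferase activation factor, scaled between plate controls, of at least 2 with compound at 10 µM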
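Material: Luciferase/luciferin reagent mix | Doses: Test compounds dosed from 2 mM stocks in 100% DMSO | Timing: 10 min incubation after luciferase reagent addition, room temperature | Measured by: Luminescence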
PMI act satM6P: activators of human phosphomannose isomerase at near-saturating mannose 6-phosphate | P34949 | activation factor at 20 µM | coupled PMI enzyme assay, resazurin fluorescence, 20 min; active compounds read high; 1 = untreated enzyme, 0 = substrate-free blank | actives 0.34% (n = 190,000);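 active means activation factor of 2 or more at 20 µM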
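Test system: human phosphomannose isomerase with PGI, G6PDH, diaphorase coupling enzymes / Doses: 20 µM compound, 1% DMSO / Times: enzyme reaction with compound 20 min at room temperature / Measured by: Diaphorase-driven resazurin-to-resorufin fluorescence, excitation 544, emission 590 nm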
TNAP inh hiacc: inhibitors of human TNAP at high phosphate acceptor concentration | P05186 | purified TNAP, CDP-star luminescence, 1 M DEA | inhibition, % at 20 µM | actives 0.03% (n = 200,000);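 active means over 50% inhibition of tissue-nonspecific alkaline phosphatase at 20 µM in the single-dose screen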;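 further: plate controls were DMSO wells for no effect and EDTA-quenched wells as full inhibition for full effect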
NF-kB expr up: compounds increasing NF-kB expression in human neuronal cells | fold change at 12.5 µM | actives 1.6% (n = 190,000) | NF-kB reporter expression; active compounds read high; in the data active means fold change above about 3.3
TNAP act hi DEA: TNAP (human) activation, high acceptor | purified TNAP, CDP-star luminescence, 1 M DEA, 30 min; active compounds read high; 0 = EDTA background, 1 = DMSO-only activity | 200,000 tested, under 10 active | AID 1136 | P05186 | activation factor at 20 µM;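 active means activation factor at least 2 at 20 µM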
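Assay system: human TNAP; Input: enzyme diluted 1/800 final; Reagent: CDP-star luminogenic substrate at 100 µM final; Timing: 30 min, room temperature; Signal: luminescence; Evaluation: TNAP activation factor scaled between EDTA and DMSO control wells.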
The depositor's hits bear a star; nt = not tested or not shown.

SMILES	TNAP inh no acc	bIAP act	PMI activator	FLuc inh counter	APP 5'UTR act	FLuc act counter	PMI act satM6P	TNAP inh hiacc	NF-kB expr up	TNAP act hi DEA
CCOC(=O)c1cc(-c2cccs2)nc2c1c(C)nn2-c1ccccn1	0	1	1	-3	1	1	1	2	1	1
CC(C)C1N(C(=O)CN2CCCCC2)CCN1S(=O)(=O)c1ccccc1 (stereo not drawn)	0	1	1.1	-7	12	1.1	1.1	-4	nt	1
Cc1cc(Br)ccc1SCC(=O)OCC(=O)Nc1ccccc1C#N	-6	0.9	1	4	-3	1	1	0	1	1
O=C(Nc1cccc(OCC(=O)N2CCOCC2)c1)c1cccc([N+](=O)[O-])c1	-8	1	1.1	0	-12	1	1.1	-2	1.4	1
CCOC(=O)C1=C(c2ccccc2)OC(N)=C(C#N)C1C1CCCCC1 (stereo not drawn)	-6	0.6	0.7	-4	-13	1	0.8	-3	1.1	1
CC(C)(C)n1ncc2c(=O)n(CC(=O)NC3CCCCC3)cnc21	-6	1	1	2	52	1	1	-1	2.2	1
CCN1CN=C(NS(=O)(=O)c2ccc(C)cc2)NC1	-8	0.9	0.9	-8	-1	1.1	1	-2	1.4	1
COc1ccc(N2CCN(S(C)(=O)=O)CC2)cc1	-2	1	0.9	-4	4	1	0.9	-1	1	1
Cc1ccc2nc(C)cc(Cl)c2c1	3	1	1	-4	17	1	1	-2	1.1	1
COC(=O)c1cc(CNC(=O)c2ccccc2Cl)ccc1OC	-11	0.9	1	0	10	1	1	-7	1.1	1.1
CCCOc1ccc(-c2nc(N)n[nH]2)cc1	9	0.9	1	40	15	0.6	1	0	1.2	1
CC(C)CC(=O)NC(Nc1ccc([N+](=O)[O-])cc1)C(Cl)(Cl)Cl (stereo not drawn)	-6	0.4	1	1	-17	1	0.9	-4	0.91	1
Cc1cc(=O)n2c3c(cccc13)CCC2	-7	1	0.9	-6	6	1.1	0.9	0	1	1
Cc1nc(C)c(CCNC(=O)c2cccc(Cl)c2)s1	-11	0.9	0.9	-3	-9	1	0.9	1	1.1	1
CSc1ccccc1C(=O)Nc1cccc([N+](=O)[O-])c1C	-3	1	1.1	-8	-6	1.1	1.1	-2	0.98	1
CCC(=O)NC1(C(F)(F)F)C(=O)Nc2c1c(=O)[nH]c(=O)n2Cc1ccco1 (stereo not drawn)	-22	0.8	1.1	-2	0	1	1.1	-8	1	1.1
NC(=NC1CCCCC1)c1ccc(Cl)cc1	2	0.9	1	-2	0	1	1.1	-4	1.2	1
CCCS(=O)(=O)c1c(S(=O)(=O)CCC)c2cc(-c3ccncc3)ccn2c1C(=O)OC	-4	1	1	0	9	1	1.1	0	0.54	1
CC1CCN(C(=O)c2ccccc2NC(=O)c2cccc(S(=O)(=O)N3CCOCC3)c2)CC1	-8	1.1	0.9	-2	-2	1	1	-3	0.96	1
Cc1ccc(SCc2[nH]nc3c2C(c2ccco2)C(C#N)=C(N)O3)cc1 (stereo not drawn)	-4	0.9	0.6	-5	1	1.1	0.7	6	1.2	0.9
Cn1cccc1/C=C1\Cc2ccccc2C1=O	-3	0.9	1	58*	184*	0.4	0.9	8	7.2*	0.9
Cc1ccc(-n2nc(C)cc2N)c(C)c1	-4	1	0.9	-5	-2	1	0.9	-1	1.2	1
COc1ccc(C)cc1NC(=O)CC1COc2ccccc2O1 (stereo not drawn)	-6	0.9	1	1	3	1	1	1	0.93	1
O=C(/C=C/c1cn(-c2ccccc2)nc1-c1cccnc1)c1ccco1	-6	1.2	0.9	19	-5	0.8	0.9	-2	0.31	1
Cc1ccc(S(=O)(=O)n2ccnc2)cc1C	-22	0.9	1	-4	0	1	1	-7	0.91	1.1
COC(=O)c1cc(=O)n(-c2ccccc2)c(=Nc2ccccc2)s1	-7	0.9	1.1	-13	8	1.1	1.1	-6	1.5	1.1
CCN(CC)C(=O)c1sc(NC(=O)C(Sc2ccccc2)c2ccccc2)c(C(=O)OC(C)C)c1C (stereo not drawn)	-9	1.1	0.9	-3	-12	1	0.9	7	0.7	0.9
COc1cccc(N2C(=O)/C(=C\c3cccs3)NC2=S)c1	-6	1	1.2	24	-4	0.8	1.1	2	1.2	1
C=CCNC(=S)N(C1CCCCC1)C1CCCCC1	-13	0.9	0.9	-8	11	1.1	1	-7	0.97	1.1
CCCCn1cnc2c(cnn2-c2ccc(F)cc2)c1=O	-4	1	1	2	28	1	0.9	1	2.1	1
CCOC(=O)Cc1csc(NC(=O)COc2ccc(OC)cc2)n1	-4	0.9	0.9	5	2	0.9	0.8	-4	0.98	1
CCN(C(=O)CSc1nnc2nc(C)cc(C)n12)c1ccccc1	-3	1.3	0.9	-7	8	1.1	0.9	-3	1	1
O=C(Nc1cc(C(=O)N2CCOCC2)ccc1N1CCCC1)c1cccs1	-11	1	1.7	-2	-4	1	2.1*	-3	1.1	1
CCOC(=O)Cc1[nH]nc2c1C(C1C=CCCC1)C(C#N)=C(N)O2 (stereo not drawn)	36	1.3	1	-4	-8	1	1	-8	0.89	1.1
NC(=O)C1CCCN(CCc2ccccc2)C1 (stereo not drawn)	-3	1	1.1	-9	-9	1.1	1.1	-4	1	1
COc1ccc(CN(C2CCCC2)S(=O)(=O)c2ccc(-n3cnnn3)cc2)cc1	-8	0.9	0.9	-6	-5	1.1	0.9	-4	0.75	1
Cc1ccccc1NCCNc1ccccc1C	-16	0.9	1	-5	-1	1	1	-2	2.1	1
Cc1onc(-c2ccccc2Cl)c1C(=O)NC(=S)NCC(=O)c1ccccc1	-2	1.1	1	-6	10	1.1	0.9	-4	1.1	1
Cc1ccc(-n2nc3c(c2NC(=O)c2ccc4c(c2)OCO4)CSC3)c(C)c1	4	1	0.9	-6	4	1.1	1	0	1.1	1
Cc1nc(Cl)c(C(=O)Nc2cccc(F)c2)c(C)c1Cl	-6	1	1.3	-8	6	1.1	1.3	-4	1.2	1
O=C(COC(=O)c1cc(NS(=O)(=O)c2cccs2)ccc1O)Nc1ccc(F)c(F)c1F	-25	1.1	0.9	-7	6	1.1	0.8	0	1	1
Cc1cnc(NC(=O)CCNC(=O)c2ccc([N+](=O)[O-])cc2)s1	-20	1	1	-8	3	1.1	1	-3	nt	1
Cc1ccc(-c2nc3ccccc3s2)cc1NC(=S)NC(=O)c1ccccc1	-4	0.8	0.9	4	178*	1	0.9	3	6.8*	1
Cc1ccnc(NC2CCCCC2)c1	-7	1.2	0.9	-1	1	1	0.9	-2	1.1	1
O=C(Nc1ccc(N2CCOCC2)cc1)c1cccc(S(=O)(=O)N2CCCC2)c1	-2	0.9	0.9	-1	-10	1	1.1	0	1.2	1
COCCCNC(=O)c1cc(=O)n(Cc2ccc(Cl)cc2)c2ccccc12	-5	1	1	0	-8	1	1	-2	1.3	1
Cc1ccc(/C=C/C(=O)OC(C)C(=O)Nc2ccc(Cl)cn2)o1 (stereo not drawn)	-1	1.1	1.2	-8	-6	1.1	1.2	-3	1.1	1
Cc1cccc(N(C2C=CS(=O)(=O)C2)S(=O)(=O)c2ccccc2)c1 (stereo not drawn)	-10	0.9	0.9	-7	-13	1.1	0.9	-2	1.1	1
Cc1nc(N2CCN(Cc3ccc4c(c3)OCO4)CC2)nc2c1C(=O)CC(c1ccco1)C2 (stereo not drawn)	-6	1.1	1	-7	-9	1.1	0.9	-3	0.96	1
Cn1cnnc1SCC(=O)N1CCc2ccccc21	-7	0.9	0.9	-3	3	1	0.9	-6	1	1.1
O=C(NC1CCN(C(=O)N2c3ccccc3Sc3ccccc32)CC1)c1ccccc1F	-6	1	0.9	-7	-6	1.1	0.9	-3	0.84	1
Cc1nc(=O)cc(-c2ccccc2)n1-c1ccccc1	-12	1	1.1	-4	-4	1	1	-7	1.3	1.1
COc1cccc2cc(C(=O)N3CCN(C45CC6CC(CC(C6)C4)C5)CC3)c(=O)oc12	-10	1.1	0.9	-4	23	1	0.9	-7	1.1	1.1
CCc1nnc(NC(=O)CSc2nc3ccccc3c(=O)n2CCCOC)s1	-17	1.1	1	-3	-11	1	0.9	-2	1	1
Cn1nnnc1Sc1ncnc2scc(-c3ccccc3)c12	-10	0.7	0.9	-9	-8	1.1	0.9	-6	2.9	1.1
Cc1cc(C(=O)COc2cccnc2[N+](=O)[O-])c(C)n1Cc1ccco1	13	1	0.7	4	-5	1	0.4	0	1.5	1
CC(C)C(=O)Nc1cccc(C(=O)NCc2ccc3c(c2)OCO3)c1	-13	0.9	1	-4	-6	1	1	-5	1.4	1
O=C(CCn1nnc2ccccc2c1=O)N[C@@H](Cc1ccccc1)C(=O)O	8	1	1	-7	0	1.1	1	-2	1	1
CC1CC(C)CN(c2ccc([N+](=O)[O-])cc2-c2nn[nH]n2)C1 (stereo not drawn)	19	1	0.9	-3	11	1	0.6	20	1.2	0.8
Cc1c(Cl)ccc2c1NC(=O)[C@]21[C@@H]2C(=O)N(Cc3ccccc3)C(=O)[C@@H]2[C@@H]2CCCN21	-6	1.1	1	-4	-5	1	0.9	-5	0.88	1

Complete entries, looked up by structure. Order of screens: TNAP inh no acc, bIAP act, PMI activator, FLuc inh counter, APP 5'UTR act, FLuc act counter, PMI act satM6P, TNAP inh hiacc, NF-kB expr up, TNAP act hi DEA
Results for `O=C(CCn1nnc2ccccc2c1=O)N[C@@H](Cc1ccccc1)C(=O)O` = 8, 1, 1, -7, 0, 1.1, 1, -2, 1, 1
Results for `CCc1nnc(NC(=O)CSc2nc3ccccc3c(=O)n2CCCOC)s1` = -17, 1.1, 1, -3, -11, 1, 0.9, -2, 1, 1
Results for `Cc1nc(N2CCN(Cc3ccc4c(c3)OCO4)CC2)nc2c1C(=O)CC(c1ccco1)C2` (stereo not drawn) = -6, 1.1, 1, -7, -9, 1.1, 0.9, -3, 0.96, 1
Results for `COCCCNC(=O)c1cc(=O)n(Cc2ccc(Cl)cc2)c2ccccc12` = -5, 1, 1, 0, -8, 1, 1, -2, 1.3, 1
Results for `Cc1ccc(/C=C/C(=O)OC(C)C(=O)Nc2ccc(Cl)cn2)o1` (stereo not drawn) = -1, 1.1, 1.2, -8, -6, 1.1, 1.2, -3, 1.1, 1

3 entries already listed, sorted by heavy-atom count, smallest number first.
SMILES	TNAP inh no acc	bIAP act	PMI activator	FLuc inh counter	APP 5'UTR act	FLuc act counter	PMI act satM6P	TNAP inh hiacc	NF-kB expr up	TNAP act hi DEA
Cc1ccc(S(=O)(=O)n2ccnc2)cc1C	-22	0.9	1	-4	0	1	1	-7	0.91	1.1
COc1ccc(C)cc1NC(=O)CC1COc2ccccc2O1 (stereo not drawn)	-6	0.9	1	1	3	1	1	1	0.93	1
CCN(CC)C(=O)c1sc(NC(=O)C(Sc2ccccc2)c2ccccc2)c(C(=O)OC(C)C)c1C (stereo not drawn)	-9	1.1	0.9	-3	-12	1	0.9	7	0.7	0.9

Continued.
SMILES	TNAP inh no acc	bIAP act	PMI activator	FLuc inh counter	APP 5'UTR act	FLuc act counter	PMI act satM6P	TNAP inh hiacc	NF-kB expr up	TNAP act hi DEA
CCOc1ccccc1NC(=O)CSc1nnc(-c2ccco2)n1Cc1ccco1	-8	1.1	1	-7	5	1.1	0.9	-8	0.97	1.1
CC(C)CCNC(=O)CCS(=O)(=O)c1cccc2nonc12	-9	0.9	0.8	-2	-4	1	0.8	-4	1.3	1
CN(C)c1nc(N)nc(-c2cccnc2)n1	-13	1	1	-1	-9	1	1	-5	1	1.1
Cc1nnsc1C(=O)NNS(=O)(=O)c1ccccc1	-9	1	1	-7	6	1.1	1	-4	1.2	1

Screening results deposited in PubChem BioAssay by several laboratories.
